# Assay outcomes deposited in PubChem by several laboratories.
# NPY1 pot ag = potentiators or agonists of human neuropeptide Y receptor Y1; NPY-Y1 expressing cells, potentiator/agonist activation; activation, % at 3.6 µM; 220,000 tested, 0.37% active; AID 1304; in the data active = activation above about 33%, passing the limit was not always enough;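 note: cells stimulated with NPY at EC10 then isoproterenol at EC100; 0% = low agonist plus stimulus and 100% = saturating agonist plus stimulus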
# Ba/F3 V617F tox = loss of viability in JAK2V617F-driven Ba/F3 cells; Ba/F3 EpoR-JAK2V617F viability, ATP luminescence; inhibition, % at 5.6 µM; 220,000 tested, 1.1% active;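 active = inhibition above the campaign mean plus 3 SD over all tested compounds, cut at about 24% in these data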;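 note: cytokine-independent growth of Ba/F3 cells driven by EpoR plus mutant JAK2; 0% = DMSO-treated cells and 100% = JAK inhibitor I control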
# NPY Y1 blocker = blocks the human neuropeptide Y Y1 receptor | 200,000 tested, 1% active | AID 1040 | HEK293-CNG Y1 cells, membrane potential fluorescence; NPY at EC95, then isoproterenol | inhibition, % at 3.6 µM | P25929;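 active = inhibition above the campaign mean inhibition of all tested compounds plus 3 SD, cut at about 20% in these data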;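 note: 0% = DMSO wells given NPY plus isoproterenol and 100% = isoproterenol alone without NPY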
#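 Assay system: HEK293 Y1/CNG channel cell line; Doses: single compound dose of 3.6 µM, 0.4% DMSO; Timing: dye 3 h, compound 60 min room temperature, stimulation 45 min; Technique: Membrane-potential fluorescent dye readout; Measure: % inhibition of NPY effect.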
# Runt-CBFb FRET = blocks binding of human RUNX1 Runt domain to CBFb; Q01196+Q13951; Cerulean-Runt/Venus-CBFb FRET ratio 530/480, 1 h; inhibition, % at 20 µM; 220,000 tested, 0.46% active; AID 1496;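 active = inhibition over about 50% at 20 µM in the single-dose screen, limit read from the data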;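 note: 0% = DMSO wells and 100% = excess unlabeled CBFb competitor control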
# Target sequence (Q01196 whole entry, looked up, the tested form may be a part): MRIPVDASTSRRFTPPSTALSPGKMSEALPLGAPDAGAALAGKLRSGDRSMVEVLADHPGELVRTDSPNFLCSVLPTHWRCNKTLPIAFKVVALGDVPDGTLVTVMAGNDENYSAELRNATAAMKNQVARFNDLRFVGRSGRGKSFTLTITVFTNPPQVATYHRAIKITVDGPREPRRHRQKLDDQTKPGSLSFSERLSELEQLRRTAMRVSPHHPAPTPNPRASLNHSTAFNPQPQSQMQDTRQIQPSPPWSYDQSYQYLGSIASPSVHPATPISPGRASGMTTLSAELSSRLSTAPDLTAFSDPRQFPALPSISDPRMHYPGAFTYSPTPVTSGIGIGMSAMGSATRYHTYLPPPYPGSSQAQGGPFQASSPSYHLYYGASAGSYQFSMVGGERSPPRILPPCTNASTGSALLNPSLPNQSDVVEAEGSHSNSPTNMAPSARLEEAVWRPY
# Target sequence (Q13951 whole entry, looked up, the tested form may be a part): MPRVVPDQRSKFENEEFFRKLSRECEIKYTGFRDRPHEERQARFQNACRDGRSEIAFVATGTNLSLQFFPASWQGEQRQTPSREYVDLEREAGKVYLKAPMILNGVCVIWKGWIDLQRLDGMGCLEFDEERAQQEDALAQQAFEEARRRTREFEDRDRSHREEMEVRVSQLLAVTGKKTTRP
#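 Assay system: Cerulean-Runt domain / Medium: Tris 50 mM pH 7.5, KCl, K2SO4, 0.01% BSA / Timing: protein complex preformed 1 h, compound exposure 1 h, room temperature, dark / Measured by: FRET, excitation 422 nm, emission at 530 and 480 nm / Evaluation: loss of energy transfer signal / Control set: 5 µM unlabeled CBFb as full-inhibition high control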
# BaF3 parental = reduces parental Ba/F3 cell viability, JAK2V617F counter-screen | CellTiter-Glo ATP luminescence | inhibition, % at 5.6 µM | 220,000 tested, 1.1% active;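 active = inhibition above a per-campaign cutoff, the mean inhibition of all tested compounds plus 3 SD, cut at about 27% in these data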;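 note: 0% = DMSO wells and 100% = JAK Inhibitor I control wells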
# S1P4 agonist = agonists of human S1P4 receptor. O95977. S1P4-expressing cell line, agonist reporter assay. activation, % at 4.98 µM. 220,000 tested, 0.35% active. AID 1509; in the data active = activation above about 11%;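 note: 0% = DMSO vehicle and 100% = reference agonist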
# RBBP9 inh = human RBBP9 hydrolase inhibition | recombinant RBBP9, FP-Rh probe fluorescence polarization | inhibition, % at 7.94 µM | 220,000 tested, 0.2% active | AID 1515;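 active = inhibition above the campaign mean of all tested compounds plus 3 SD, cut at about 14% in these data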;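 note: plate controls were DMSO wells with RBBP9 for no effect and wells lacking RBBP9 protein for full effect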
#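 Material: RBBP9 protein. Amount: RBBP9 at 2.5 µM in dispensed solution, before mixing. Schedule: 30 min then 45 min, 25 °C. Medium: Tris buffer pH 8.0, NaCl, Pluronic. Measured by: fluorescence polarization. Measure: percent inhibition from mP, scaled between DMSO and no-protein wells. Replication: one well per compound.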
# NPY2 pot ag = potentiates or activates human NPY-Y2 receptor. AID 1359. 220,000 tested, 0.45% active. P49146. activation, % at 3.6 µM. cells expressing NPY-Y2, potentiator/agonist read-out; in the data active = activation above about 27%;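 note: cells stimulated with NPY near EC25 plus isoproterenol at EC100; 0% = vehicle plus submaximal agonist and 100% = vehicle plus saturating agonist; some results beyond the cut were filed as inactive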
# Target sequence (P49146 whole entry, looked up): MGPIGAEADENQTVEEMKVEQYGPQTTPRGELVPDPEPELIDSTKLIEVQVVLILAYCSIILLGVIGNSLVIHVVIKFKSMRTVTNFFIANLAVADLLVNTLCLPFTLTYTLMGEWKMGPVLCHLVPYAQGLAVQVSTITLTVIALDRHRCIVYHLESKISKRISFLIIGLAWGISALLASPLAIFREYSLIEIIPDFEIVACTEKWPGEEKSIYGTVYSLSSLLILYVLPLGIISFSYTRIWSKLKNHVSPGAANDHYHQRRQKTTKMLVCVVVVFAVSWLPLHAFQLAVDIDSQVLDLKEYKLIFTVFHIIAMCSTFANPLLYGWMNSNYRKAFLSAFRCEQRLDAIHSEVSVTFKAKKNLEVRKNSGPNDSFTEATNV
# S1P4 antag = human S1P4 receptor antagonism; O95977; 220,000 tested, 0.26% active; inhibition, % at 4.98 µM; S1P4-expressing cells, antagonist mode, reporter read-out; in the data active = inhibition above about 29%;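 note: 0% = wells stimulated with agonist and 100% = vehicle wells without agonist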
# The depositor's hits bear a star; x = not tested or not shown.
# Order of results: NPY1 pot ag	Ba/F3 V617F tox	NPY Y1 blocker	Runt-CBFb FRET	BaF3 parental	S1P4 agonist	RBBP9 inh	NPY2 pot ag	S1P4 antag
> Cc1cc(-c2nnc(SCC(=O)Nc3ccccc3C(F)(F)F)o2)c(C)n1-c1ccccc1
  12.2	0.5	-1.3	0.3	4.6	1.4	-10.0	9.8	-9.0
> COc1ccccc1N1CCN(C(=O)CN(Cc2ccccc2)S(C)(=O)=O)CC1
  -23.3	-1.2	3.0	-3.5	5.2	-1.1	-3.3	-6.2	-5.7
> C=CCOc1ccccc1/C=c1\sc2nc(=O)c(C)nn2c1=O
  -18.0	-0.8	-3.0	1.0	1.4	-1.0	-12.0	6.9	-25.4
> N#Cc1nc(Cc2ccccc2)oc1NCc1ccccc1
  0.2	-3.5	-0.5	-1.1	3.4	0.9	-1.6	-7.7	-14.9
> Cc1nnsc1C(=O)NNC(=O)c1cccc2ccccc12
  6.8	1.7	x	1.1	3.5	-0.1	1.6	-4.7	-1.1
> CCOc1ccc(N2C(=O)CC(N3CCN(C(=O)CN4CCCC4)CC3)C2=O)cc1 (configuration not stated)
  7.4	4.0	1.9	0.2	3.9	0.0	-3.4	-15.2	1.1
> COCCN(C(=O)CC1C(=O)NCCN1CC(c1ccccc1)c1ccccc1)C(C)C (configuration not stated)
  -4.6	-2.9	-0.3	3.9	4.0	2.5	-6.6	-5.7	-18.1
> CC(C)C(=O)Nc1cccc(C(=O)Nc2cc([N+](=O)[O-])ccc2Cl)c1
  17.4	2.2	-0.2	-0.2	8.1	0.2	-5.7	7.6	-16.1
> CCCOc1ccc(N2C(=O)CC(N3CCC(c4nc5ccccc5o4)CC3)C2=O)cc1 (configuration not stated)
  -10.0	-2.8	-2.9	0.3	4.7	-1.0	-6.9	13.3	-11.5
> COC(=O)C1=C(C)NC2=C(C(=O)CCC2)C1c1ccc(-c2ccsc2C(=O)OC)o1 (configuration not stated)
  2.2	-0.4	x	-0.1	-1.9	-1.0	-6.7	16.4	0.3
> CCCC(=O)N1N=C(c2ccccc2)CC1c1cn(C)c2ccccc12 (configuration not stated)
  -9.2	-0.3	-5.0	-5.8	7.6	0.0	-6.3	-12.4	-19.2
> CC(C)C(=O)Nc1nc2c(c(=O)[nH]1)CCCC2
  -2.8	-0.9	-1.2	-1.5	5.6	1.1	-0.2	3.3	-13.2
> CCCCn1c(SCC(=O)Nc2nnc(CC)s2)nc2c1c(=O)n(C)c(=O)n2C
  27.2	-0.8	0.8	-2.2	1.6	-0.2	0.5	-4.0	-15.6
> CSc1ccc(CN(C)CC(=O)Nc2c(F)cccc2F)cc1
  -6.4	3.6	-0.5	-1.8	2.6	0.5	-16.3	2.1	-10.8
> O=C(CN1CCCCC1CO)c1ccc(OC(F)F)cc1 (configuration not stated)
  2.8	5.2	3.3	-1.5	12.0	1.6	-6.0	-18.9	-9.8
> O=C(O)c1ccc2c(c1)SC1=NS(=O)(=O)CCN12
  10.7	-2.9	x	3.1	1.0	-0.9	-1.4	-13.5	-2.5
> CCn1c(SCC(=O)Nc2oc(-c3ccccc3)c(-c3ccccc3)c2C#N)nnc1-c1ccncc1
  17.9	1.2	0.2	-10.0	7.7	2.3	-2.8	1.8	6.2
> Cc1ccc(C)c(N2CCN(CCCNC(=O)Cn3cccc3C(=O)c3ccccc3)CC2)c1
  -8.9	0.9	6.9	-1.4	5.6	0.3	7.2	-28.7	-10.6
> CCc1cccc(C)c1NC(=O)COC(=O)C(NS(=O)(=O)c1ccc(Cl)cc1)C(C)O (configuration not stated)
  -18.4	2.6	6.5	-2.2	4.9	2.6	4.6	-4.4	-4.6
> CCN(CC)C(=O)CCCOc1ccc(Cl)cc1Cl
  4.5	-1.1	1.6	-4.2	2.9	0.9	-2.4	0.6	9.7
> O=C(C1CCC(CNS(=O)(=O)c2cccc3nsnc23)CC1)N1CCN(c2ccccn2)CC1 (configuration not stated)
  21.8	0.6	-1.0	1.0	5.5	2.7	-6.8	10.1	-13.2
> CCOC(=O)C1=C(C)N=c2s/c(=C3/C(=O)Nc4ccccc43)c(=O)n2C1c1ccc(C)cc1 (configuration not stated)
  12.1	1.8	-3.6	-4.9	3.0	2.4	-0.7	12.2	-5.6
> O=C(NCc1cccnc1)NC(C(F)(F)F)C(F)(F)F
  -5.8	3.4	0.4	0.4	3.7	1.1	-4.2	-9.5	3.8
> S=C(Cc1cccnc1)N1CCOCC1
  -12.2	1.0	3.7	34.6	7.8	0.4	-9.0	4.7	-0.2
> COC(=O)c1ccc(CSC(=N)N)o1
  -1.1	3.5	0.2	-1.5	-2.8	1.2	-3.0	8.7	-10.3
> CN(C)CCOc1cccc(Cl)c1
  7.3	2.9	0.7	0.0	7.1	0.4	1.6	-9.1	-7.0
> Cc1ccc(C23CC4CC(CC(CC(=O)N5CCOCC5)(C4)C2)C3)cc1
  -0.4	96.8*	12.4	-3.9	5.3	-0.8	-8.9	-5.7	-5.2
> COc1cccc(CC2(CO)CCCN(Cc3cnn(-c4ccccc4)c3)C2)c1 (configuration not stated)
  -6.9	4.1	-1.9	0.1	14.6	0.7	-6.8	-22.8	-4.7
> CCOC(=O)c1oc2nc(CC(C)C)c3c(c2c1N)CCC3
  16.2	-1.2	2.5	-3.3	7.4	0.3	0.9	0.2	-10.7
> CCCn1cc(NC(=O)C2CC(c3cccc(Br)c3)=NO2)cn1 (configuration not stated)
  -6.5	-3.1	-0.5	-0.6	4.5	-1.7	-5.2	-3.8	6.7

# Continued (2 carried over from the part before).
# Order of results: NPY1 pot ag	Ba/F3 V617F tox	NPY Y1 blocker	Runt-CBFb FRET	BaF3 parental	S1P4 agonist	RBBP9 inh	NPY2 pot ag	S1P4 antag
> CCOC(=O)c1oc2nc(CC(C)C)c3c(c2c1N)CCC3
  16.2	-1.2	2.5	-3.3	7.4	0.3	0.9	0.2	-10.7
> CCCn1cc(NC(=O)C2CC(c3cccc(Br)c3)=NO2)cn1 (configuration not stated)
  -6.5	-3.1	-0.5	-0.6	4.5	-1.7	-5.2	-3.8	6.7
> Cc1ccc(C2C=C(c3ccccc3OC(F)F)Nc3ncnn32)cc1 (configuration not stated)
  1.4	-1.2	5.7	-46.8	5.2	2.1	-5.1	-3.1	-4.9
> O=C(CN1CCN(c2ccc(F)cc2)CC1)Nc1ccc(-n2cnnn2)cc1
  -3.9	-3.8	-0.9	-1.4	3.5	2.4	9.4	1.6	-13.4
> O=c1c2ccccc2nc(-c2ccccc2)n1Cc1ccco1
  -7.5	-1.8	6.9	4.5	0.1	-0.8	-11.0	7.0	9.0
> COc1ccc(S(=O)(=O)n2nc(OC(=O)C3CCCCC3)cc2N)cc1
  -17.3	-1.0	2.8	-3.3	2.3	0.6	11.9	-6.8	2.4
> C/C(Cc1ccccc1)=N\NC(=O)CNC(=O)COc1ccccc1
  9.8	-3.0	x	1.5	0.4	0.1	-6.0	0.3	-7.8
> Oc1ccc(Br)cc1-c1nc2cnccn2c1NC1CCCCC1
  -29.5	-3.9	7.1	-8.1	2.0	-4.8	4.4	2.6	0.3
> COc1cnn(-c2ccccc2)c(=O)c1SCc1ccc(Cl)cc1Cl
  18.9	-4.6	6.7	18.1	5.7	1.0	-3.0	9.3	-3.8
> O=[N+]([O-])c1ccc(Oc2cccc(C(F)(F)F)c2)nc1
  -4.4	-0.9	x	1.1	5.6	1.2	-2.5	3.0	-5.6
> Cc1cc(C)c(S(=O)(=O)N2CCOC2CNC(=O)C(=O)NCc2ccco2)c(C)c1 (configuration not stated)
  -4.6	-2.2	6.0	-2.8	6.7	-0.6	-3.3	-2.5	-1.4
> CCCn1nnc(NC(=O)c2sc3ccccc3c2Cl)n1
  -22.5	-0.9	3.7	3.5	5.2	0.3	3.4	-3.1	-3.6
> CCN(CC)S(=O)(=O)c1ccc(NC(=S)NC(=O)C(C)C)cc1
  -9.5	3.6	-2.7	0.5	12.8	-1.4	-8.2	-1.7	-14.3
> CCCCC(=O)N=c1sc2cc([N+](=O)[O-])ccc2n1C
  -8.4	-0.7	4.4	0.3	8.3	1.4	-6.3	4.0	1.4
> Cc1ccc2oc(=O)c3cnn(CC(=O)N(Cc4ccco4)C4CCCCC4)c3c2c1
  -5.0	-1.6	7.0	-3.2	0.4	0.9	-9.8	-11.6	-6.2
> COc1cc(C(=O)NC2CC3CCCC(C2)N3CC(=O)Nc2ccccc2)cc(OC)c1OC (configuration not stated)
  -5.3	0.6	-3.8	-1.4	9.1	-0.7	-2.2	8.9	-2.8
> Cc1c(NC(=S)Nc2ccccc2)c(=O)n(-c2ccccc2)n1C
  -7.5	0.8	2.1	0.3	2.5	1.3	-6.8	7.3	-5.8
> CCOC(=O)C1CCN(C(=O)c2cccc(C(=O)N3CCC(C(=O)OCC)CC3)c2)CC1
  14.8	3.4	5.2	1.3	4.8	0.8	0.8	-8.1	-6.2
> O=C(OCc1nnc(-c2ccccc2)o1)c1cccnc1Cl
  5.7	-1.1	1.7	0.2	4.5	2.1	-6.5	9.2	-23.2
> O=C(OCCN=C1NS(=O)(=O)c2ccccc21)C1CC(=O)N(c2ccc3ccccc3c2)C1 (configuration not stated)
  -15.4	-0.2	6.7	-1.0	5.0	-0.8	-9.1	-7.4	-5.0
> O=C(c1ccc2c(c1)[nH]c(=S)n1c3ccccc3nc21)N1CCN(c2cccc(Cl)c2)CC1
  6.1	-0.9	2.5	6.8	6.6	2.3	-13.5	0.5	-30.0
> Cc1ccc(S(=O)(=O)N(C)c2c(C)ccc(S(=O)(=O)N3CCN(C)CC3)c2C)cc1
  -21.0	1.0	2.9	-2.7	2.7	3.8	-6.1	3.6	1.6
> COc1ccccc1N=C1SC(C)CN1C(=O)C1CCC1 (configuration not stated)
  30.0	-3.1	1.2	-1.7	4.7	2.7	-8.2	0.8	-2.9
> CCCOc1ccc(/C=C/C(=O)O)cc1OC
  3.5	-1.1	2.1	1.6	0.1	-0.7	-3.3	-3.1	-2.4
> Cc1cc(NC(=O)CSc2nc3c(sc4ccccc43)c(=O)n2CCCN2CCOCC2)n[nH]1
  11.5	3.9	-2.6	2.0	5.2	3.4	-14.4	6.3	-9.8
> O=C(OCC(=O)N1CCCCC1)c1c[nH]c(=O)[nH]c1=O
  -4.8	-5.0	0.5	0.8	1.0	-0.4	-8.4	6.1	-5.5
> CCCCCc1nnc(NC(=O)OCCC)s1
  -10.2	1.0	2.9	-1.8	4.2	-0.4	0.6	1.2	-2.4
> CC1CCN(c2ccccc2NC(=S)NC(=O)c2ccc(-c3cccc([N+](=O)[O-])c3)o2)CC1
  9.3	-2.0	4.9	-21.2	-1.4	-0.6	-7.8	3.4	-19.5
